Screening results from PubChem.
KCNH2 3.1 block = KCNH2 3.1 (human) potassium channel inhibition; U2OS KCNH2 3.1, thallium flux FluxOr; hits give low values; activity change, % (tested at about 1.8 µM); 340,000 compounds, 0.95% hits;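 active means maximum activity change below -70%; inconclusive means maximum activity change from -70% to -50%; inactive means maximum activity change above -50%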;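 further: thallium influx rate constant from kinetic fluorescence after stimulation buffer; on the % scale 0 is the no-effect control and ±100 the full control effect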
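Steps: virus added to U2OS suspension (4 h, RT, dark); medium with 10% FBS added, cells plated, 37 C overnight; FluxOr/Red40 loading buffer 45 min RT; stimulation buffer, 2 min kinetic read; rate constant normalized.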
a7 integrin act = activators of alpha7 integrin expression for muscular dystrophy. alpha7betagal myoblasts, beta-gal FDG fluorescence, 48 h. Potency, µM (doses to about 38.3 µM), inactives show top-dose activation, actives largely listed as activators. 350,000 compounds, 0.064% hits. AID 624291;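 further: potency means the concentration at half of the fitted maximal effect; 100% = response of the positive control SU9516; nearly all actives have a fitted effect of over 60% in size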
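Alpha7betagal+/- myoblasts (passage 13) were plated 16-24 hr, then exposed to compounds (1:260 dilution of DMSO stock) for 48 hours at 37C. After MPER lysis, β-galactosidase reporter activity was read as FDG fluorescence (ex 480/em 540) after 30 minutes.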
S-ASM inh = blocks human secretory acid sphingomyelinase. Potency, µM (doses to about 57.5 µM), for the others: top-dose activity change, negative = inhibition, hits mostly inhibitors. P17405. placental ASM, HMU-PC fluorogenic substrate, 60 min. 340,000 compounds, 0.006% hits. AID 504937; further: potency means the concentration at half of the fitted maximal effect
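Fluorogenic HMU-PC substrate (9 uM final) is turned over by placental ASM in 60 min at 37 C after a 10 min compound preincubation. Reaction ended by alkaline stop (pH 10), with fluorescence read at 386/447 nm.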
MLL CXXC-DNA inh = inhibitors of human MLL CXXC domain-DNA interaction; Potency, µM (highest dose often 115 µM), for inactives: at the highest dose activity change, negative = inhibition, most hits filed as inhibitors; 290,000 compounds, 0.037% hits; MLL-CXXC / FITC-HOXA9 DNA fluorescence polarization; AID 2662; Q03164; active means well fitted inhibition curve with a large enough effect in the polarisation, with a control signal flat, not every such curve was filed as active; inconclusive means small, poorly fitted or top-dose-only effect, or effect the other way, or a change in a side signal; inactive means no such curve, though single readings can be large or run the other way; the % refers to the polarisation; further: potency means the concentration at half of the fitted maximal effect
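Fluorescence polarization: 7 uM MLL-CXXC (stock) preincubated 5 min with compounds, then 50 nM fluorescein-HOX-A9 DNA (stock) added; 30 min ambient. Buffer 50 mM Tris-HCl pH 7.5, 50 mM NaCl, 1 mM DTT, 0.05% BSA.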
GALK inh = inhibitors of human galactokinase | P51570 | Purified GALK, Kinase-Glo residual ATP luminescence | Potency, µM (titrated, usually from 57.5 µM), for inactives: at the top dose activity change, negative = inhibition, actives largely listed as inhibitors | 270,000 compounds, 0.007% hits | AID 1868; further: potency means the concentration at half of the fitted maximal effect; on the % scale 0 is the no-effect control and ±100 the full control effect
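ATP-depletion format; final 35 uM ATP, 100 uM D-galactose, 5 nM enzyme; pH 8.0 HEPES/Mg2+ buffer; 60 min RT; luminescence read 10 min after detection reagent.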
FBPA coupling cs = coupling enzyme interference in Giardia aldolase counter-screen. 290,000 compounds, 0.67% hits. activity change, negative = inhibition, % at 58.2 µM, hits read low. coupling enzyme system counterscreen, AmpLite Red fluorescence. AID 2472; in the data active means activity change below about -30%; further: on the % scale 0 is the no-effect control and ±100 the full control effect
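Final compound at 57.5 uM, incubated 10 min at RT with coupling enzyme reagent (glyceraldehyde-3-phosphate), then 20 min with substrate and AmpLite Red detection. Fluorescence read at 525/598 nm; tests interference with the coupling assay, not aldolase inhibition.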
TRPV1 ag = agonists of human vanilloid receptor 1 (TRPV1) | Q8NER1 | activation, % at 8.33 µM | TRPV1-expressing cells, Fluo-8 calcium influx, agonist mode | 320,000 compounds, 0.19% hits; in the data active means activation above about 80%; inconclusive means between about 30% and that limit; further: 0% is about no effect
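TRPV1-expressing cells were cultured overnight at 35.5C and loaded with Fluo-8 calcium dye for 40 to 90 min at room temperature. After a 10 s baseline, compound was added and calcium influx was read kinetically for 3 min (ex 480/em 520 nm).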
AT treatment = candidate therapy for ataxia-telangiectasia | […] A-T fibroblasts, KAP-1 phosphorylation AlphaLISA; neocarzinostatin DNA damage 30 min before lysis | Potency, µM (series often up to 57.5 µM), for the others: at the highest dose activation, usual class: activators | 320,000 compounds, 0.19% hits; further: potency means the concentration at half of the fitted maximal effect; % of control where 0% means no effect; nearly all actives have a fitted effect of over 45% in size
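hTERT-immortalized A-T patient fibroblasts ([…]), 500 cells/well in OPTI-MEM, 1% FBS, got compounds for 60 min, then NCS for 30 min at 37C. Lysates were then assayed for phospho-KAP-1 by AlphaLISA (anti-pKAP1 donor, anti-KAP1 acceptor beads), 6 hr at 25C.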
KCNH2 WT inh = inhibitors of human wildtype KCNH2 potassium channel. activity change, % at 1.84 µM. Q12809. 340,000 compounds, 0.37% hits. U2OS, BacMam KCNH2, thallium flux FluxOr; hits give low values;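 active means maximum activity change below -70%; inconclusive means maximum activity change between -70% and -50%; inactive means maximum activity change above -50%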; further: on the % scale 0 is the no-effect control and ±100 the full control effect
Target sequence (Q12809 whole entry, looked up): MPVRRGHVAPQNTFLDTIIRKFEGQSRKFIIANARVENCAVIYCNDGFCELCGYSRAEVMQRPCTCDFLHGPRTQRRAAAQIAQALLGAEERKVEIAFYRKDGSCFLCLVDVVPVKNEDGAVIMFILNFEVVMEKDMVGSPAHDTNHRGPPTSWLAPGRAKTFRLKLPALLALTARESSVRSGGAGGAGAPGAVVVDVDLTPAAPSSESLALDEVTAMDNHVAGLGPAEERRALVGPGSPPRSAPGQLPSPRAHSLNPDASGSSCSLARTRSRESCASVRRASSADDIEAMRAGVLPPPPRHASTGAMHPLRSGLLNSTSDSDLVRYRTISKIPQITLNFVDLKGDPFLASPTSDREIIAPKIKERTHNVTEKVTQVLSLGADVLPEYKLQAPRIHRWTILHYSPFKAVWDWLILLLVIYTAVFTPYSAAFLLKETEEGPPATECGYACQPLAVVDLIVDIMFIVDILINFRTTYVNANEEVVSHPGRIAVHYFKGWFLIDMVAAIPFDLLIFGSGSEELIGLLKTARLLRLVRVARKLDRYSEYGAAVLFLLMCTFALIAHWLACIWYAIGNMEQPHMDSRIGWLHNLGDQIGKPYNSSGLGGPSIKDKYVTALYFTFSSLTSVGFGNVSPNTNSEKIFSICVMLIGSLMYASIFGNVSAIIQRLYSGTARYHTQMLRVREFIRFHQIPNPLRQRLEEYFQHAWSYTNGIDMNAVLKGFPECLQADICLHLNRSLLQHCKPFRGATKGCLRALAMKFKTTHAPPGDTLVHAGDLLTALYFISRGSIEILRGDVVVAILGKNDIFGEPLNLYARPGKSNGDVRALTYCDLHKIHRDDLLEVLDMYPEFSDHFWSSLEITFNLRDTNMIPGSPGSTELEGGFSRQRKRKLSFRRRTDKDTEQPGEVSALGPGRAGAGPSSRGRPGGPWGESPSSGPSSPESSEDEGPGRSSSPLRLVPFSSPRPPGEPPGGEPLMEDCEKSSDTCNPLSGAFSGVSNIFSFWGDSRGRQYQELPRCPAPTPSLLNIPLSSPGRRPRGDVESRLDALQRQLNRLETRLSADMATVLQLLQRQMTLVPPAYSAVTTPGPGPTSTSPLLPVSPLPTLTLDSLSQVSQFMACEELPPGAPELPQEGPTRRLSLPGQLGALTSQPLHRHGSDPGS
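U2OS cells were transduced with wild-type KCNH2 virus (2.03 x 10^8 / mL) for 4 h at room temperature, then cultured overnight at 37 C. Thallium flux was read with FluxOr dye. Rate constants were normalized to DMSO controls.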
MBNL1-CUG inh = MBNL1-poly(CUG) RNA binding inhibition; 280,000 compounds, 0.036% hits; Potency, µM (titrated, usually from 57.5 µM), without a hit: at the highest dose activity change, negative = inhibition, most hits filed as inhibitors; Q9NR56; TR-FRET MBNL1-His/biotin-(CUG)12 binding, 665/545 ratio; active means well fitted inhibition curve with a large enough effect in the signal ratio, with a control signal flat, not every such curve was filed as active; inconclusive means small, poorly fitted or top-dose-only effect, or effect the other way, or a change in a side signal; inactive means no such curve, though single readings can be large or run the other way; the % refers to the signal ratio; further: potency means the concentration at half of the fitted maximal effect; on the % scale 0 is the no-effect control and ±100 the full control effect
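TR-FRET between His-tagged MBNL1 and biotin-(CUG)12 RNA, detected with Tb anti-His antibody (0.055 ng/ul) and streptavidin-XL665 (5 nM), 60 min at room temperature. Compounds titrated 92 nM to 58 uM; 665/545 nm ratio normalized to buffer and complex controls.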
* marks the source's active call; other numbers are inactive results; i = inactive; ? = inconclusive; · = not tested or not shown; [ ] = dose if it differs, or a comment. Unless noted, the call rests on the fitted dose curve; in most records, active means well fitted curve in the direction sought with a large enough effect; inconclusive means small, poorly fitted or top-dose-only effect, or another doubt; inactive means no such curve, though single readings can be large; an effect the other way counts as inactive or inconclusive. Random draw from the library. About 2% of those tested had a hit in this group.

# | canonical_smiles | KCNH2 3.1 block | a7 integrin act | S-ASM inh | MLL CXXC-DNA inh | GALK inh | FBPA coupling cs | TRPV1 ag | AT treatment | KCNH2 WT inh | MBNL1-CUG inh
1 | CCNC(=O)c1ccccc1-c1nc(-c2ccccc2)no1 | 1 | 41% | 5% | 10% | -1% | 1 | 11 | 9% | 1 | -2%
2 | CCCCN(CC)C(=O)c1cc2c(=O)n3cccc(C)c3nc2s1 | 3 | 4% | · | ? | -4% | -2 | 14 | 28% | -2 | ?
3 | O=[N+]([O-])c1cccc(P(=O)(O)c2cccc([N+](=O)[O-])c2)c1 | -2 | 14% | 1% | -6% | 0% | 1 | -2 | -19% | 5 | ?
4 | Cc1[nH]nc2nc(SCC(=O)NCC3CCCO3)n(-c3ccc(Br)cc3)c(=N)c12 (configuration not stated) | -29 | 18%[1.53 µM] | -7% | 1% | -5% | 1 | -2 | 1% | -4 | -7%
5 | O=C(O)CCc1[nH]c2ccccc2c1Sc1ccccc1 | 11 | -8% | 8% | 6% | -7% | -1 | 2 | 4% | -13 | 1%
6 | Cn1c(=O)c2c(nc(NCc3ccco3)n2Cc2ccc(Cl)cc2Cl)n(C)c1=O | -7 | -17% | ? | -7% | 2% | 1 | 3 | 13% | -9 | 0%
7 | Cc1cc(/C=C2/SC(=S)N(c3cccc(Cl)c3)C2=O)c(C)n1-c1cccnc1 | -1 | -49%[inhibitor] | -27% | · | · | · | · | · | 15 | ·
8 | CC1=C/C(=C(\c2cc(C)c(O)c(Br)c2)c2ccccc2S(=O)(=O)O)C=C(Br)C1=O | 2 | 30% | 1% | -11% | 29% | -20 | 1 | -4% | 0 | ?
9 | CC(Sc1nn(-c2ccc(Cl)cc2)c(=S)s1)C(=O)NCC1CCCO1 (configuration not stated) | 4 | 0% | -1% | · | · | · | -6 | 2% | -15 | ·
10 | CCC(=O)N1CCN(c2ccc(Cl)cc2NC(=O)c2ccc(Br)o2)CC1 | -20 | 0% | 5% | · | · | · | · | · | 31 | ·
11 | c1ccc(CCNc2ccnc3cc4ccccc4cc23)cc1 | -7 | -63%[inhibitor] | i | ? | -1% | -44* | -1 | 9% | 11 | ?
12 | CC(=O)Nc1nc2ccccc2n1CCOc1ccccc1 | 7 | -45% | 3% | -14% | -1% | -1 | 6 | 16% | -36 | -3%
13 | CC(=O)c1cccc(NC(=O)c2ccc3c(=O)n4c(nc3c2)CCCCC4)c1 | 0 | -30%[inhibitor] | 4% | 2% | -2% | 1 | 27 | -1% | -6 | 8%
14 | Cc1ccc(-c2cc3ccccc3nc2N2CCOCC2)cc1 | -2 | -10% | 25% | -1% | -3% | -1 | 15 | ? | -11 | -5%
15 | Cn1c2ccccc2c2cnn(CC(=O)Nc3ccc(F)cc3F)c(=O)c21 | -6 | 29% | -2% | 0% | -3% | 1 | 1 | -3% | -8 | 5%
16 | O=C(Cc1ccccc1)Nc1ccc(NC(=O)c2ccc(Br)cc2)cc1 | 6 | -3% | 0% | 24% | -4% | 1 | -7 | 2% | 21 | -1%
17 | CSc1nsc(SC)c1C(=O)O | 7 | 8% | 1% | 0% | 1% | 1 | 3 | 6% | -5 | -5%
18 | CC(NC(=O)c1cccc(Cl)c1)C1CC2CCC1C2 (configuration not stated) | -11 | -14% | 19% | 1% | -1% | 0 | 3 | 0% | -3 | -4%
19 | Nc1ccc(Nc2ccncc2[N+](=O)[O-])cc1 | 3 | 12% | -1% | 17% | 0% | 0 | 0 | 2% | -13 | ?
20 | O=c1[nH]c2ccc(NS(=O)(=O)c3ccc(Cl)cc3)cc2[nH]1 | · | -11% | 0% | 37%[activator] | 0% | -13 | 1 | -2% | 11 | -4%

Gathered by group, the entries above with four or more nitrogen atoms.
# | canonical_smiles | KCNH2 3.1 block | a7 integrin act | S-ASM inh | MLL CXXC-DNA inh | GALK inh | FBPA coupling cs | TRPV1 ag | AT treatment | KCNH2 WT inh | MBNL1-CUG inh
4 | Cc1[nH]nc2nc(SCC(=O)NCC3CCCO3)n(-c3ccc(Br)cc3)c(=N)c12 (configuration not stated) | -29 | 18%[1.53 µM] | -7% | 1% | -5% | 1 | -2 | 1% | -4 | -7%
6 | Cn1c(=O)c2c(nc(NCc3ccco3)n2Cc2ccc(Cl)cc2Cl)n(C)c1=O | -7 | -17% | ? | -7% | 2% | 1 | 3 | 13% | -9 | 0%
15 | Cn1c2ccccc2c2cnn(CC(=O)Nc3ccc(F)cc3F)c(=O)c21 | -6 | 29% | -2% | 0% | -3% | 1 | 1 | -3% | -8 | 5%
19 | Nc1ccc(Nc2ccncc2[N+](=O)[O-])cc1 | 3 | 12% | -1% | 17% | 0% | 0 | 0 | 2% | -13 | ?
